Screening results as filed in PubChem BioAssay.
N370S GC mod: inhibits or activates N370S mutant glucocerebrosidase; P04062; N370S GC spleen homogenate, 4MU-glucoside fluorescence; Potency, µM (series often up to 59.4 µM), inactives show top-dose activity change, negative = inhibition, most hits filed as inhibitors; 0.092% of 330,000 active;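 also: 0% = full enzyme activity and -100% = no enzyme basal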
FEN1 inh: inhibitors of human flap endonuclease 1; Potency, µM (highest dose often 114 µM), without a hit: top-dose activity change, negative = inhibition, hits mostly inhibitors; Recombinant FEN1 flap cleavage, fluorescence, 15 min; P39748; 0.35% of 390,000 active; also: nearly all actives have a fitted effect of over 65% in size
Target sequence (P39748 whole entry, looked up): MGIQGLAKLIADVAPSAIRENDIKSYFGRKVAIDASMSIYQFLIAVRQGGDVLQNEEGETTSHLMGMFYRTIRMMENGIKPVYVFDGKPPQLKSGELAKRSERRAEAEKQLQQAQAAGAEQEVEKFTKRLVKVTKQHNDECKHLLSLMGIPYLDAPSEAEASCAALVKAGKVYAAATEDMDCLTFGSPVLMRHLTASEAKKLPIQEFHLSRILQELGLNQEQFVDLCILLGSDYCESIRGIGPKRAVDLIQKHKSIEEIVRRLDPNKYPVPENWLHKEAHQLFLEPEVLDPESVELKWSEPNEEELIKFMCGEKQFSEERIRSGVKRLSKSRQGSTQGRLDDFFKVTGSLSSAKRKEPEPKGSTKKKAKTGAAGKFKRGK
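FEN1 at 10 nM, compound pretreatment for 15 min (room temperature), 50 nM final substrate to initiate; endpoint reads at 0 and 15 min; DMSO-only plates used as vehicle background.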
TDP1 block: TDP1 (human) enzyme inhibition; Q9NUW8; recombinant TDP1, AlphaScreen DNA substrate cleavage; Potency, µM (titrated, usually from 130 µM), without a hit: top-dose activity change, negative = inhibition, usual class: inhibitors; 0.28% of 350,000 active; AID 485290; also: nearly all actives have a fitted effect of over 40% in size
Target sequence (Q9NUW8 whole entry, looked up): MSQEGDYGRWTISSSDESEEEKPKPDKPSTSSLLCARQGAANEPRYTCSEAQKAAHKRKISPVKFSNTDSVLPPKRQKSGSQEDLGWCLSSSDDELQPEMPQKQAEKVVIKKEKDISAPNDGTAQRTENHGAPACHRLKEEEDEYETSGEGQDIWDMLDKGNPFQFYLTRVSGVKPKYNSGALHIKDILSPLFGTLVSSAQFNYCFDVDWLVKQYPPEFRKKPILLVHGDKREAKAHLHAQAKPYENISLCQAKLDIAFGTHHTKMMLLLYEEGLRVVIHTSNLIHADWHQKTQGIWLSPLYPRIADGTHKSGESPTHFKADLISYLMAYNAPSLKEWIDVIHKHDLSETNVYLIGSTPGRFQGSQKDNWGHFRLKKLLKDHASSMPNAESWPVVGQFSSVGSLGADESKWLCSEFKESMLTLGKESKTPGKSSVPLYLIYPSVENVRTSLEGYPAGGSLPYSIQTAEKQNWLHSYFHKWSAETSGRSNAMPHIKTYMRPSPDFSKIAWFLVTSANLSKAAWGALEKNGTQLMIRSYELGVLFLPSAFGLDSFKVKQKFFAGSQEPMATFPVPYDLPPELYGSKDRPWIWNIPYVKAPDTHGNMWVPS
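Steps: enzyme plus compound, 15 min RT; add biotin/phosphotyrosine-FITC oligonucleotide (15 nM final), react 5 min; add donor/acceptor beads (10 ug/ml final), 10 min; read AlphaScreen. Tdp1 at 1 nM final.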
Active calls of the source: *; ? = inconclusive; . = no result given; & = joins results of further samples; [ ] = dose if it differs, or a comment. Calls follow the shape of the dose curve; as a rule, active = well fitted curve in the direction sought with a large enough effect; inconclusive = small, poorly fitted or top-dose-only effect, or another doubt; inactive = no such curve, though single readings can be large; an effect the other way counts as inactive or inconclusive. Unless noted, % is scaled to controls: 0 for no effect and ±100 for the full control effect; potency is read from the fitted curve at half-maximal effect.

Sequence of screens: TDP1 block, FEN1 inh, N370S GC mod
- COc1ccc(CCN(C)C(=O)c2c(C)nn(-c3ccccc3)c2C)cc1OC
→ 3%, -1%, 0%
- COC(=O)C1=C(C)N(Cc2ccccc2)C(=NCc2cc(OC)c(OC)c(OC)c2)N[C@H]1CCc1ccccc1
→ 2%, -10%, ?
- CCN(CC)c1ccc(S(=O)(=O)N2CCOCC2)cc1NC(=O)CSc1nncn1C
→ 3%, 2%, .
- CCOc1ccc(C(=O)NCC(=O)N2CCN(C/C=C/c3ccccc3)CC2)cc1OCC
→ ., -5%, -9%
- CCOc1nc(-c2ccc(C)cc2)ccc1-c1noc(COC)n1
→ -7%, -3%, 10%
- CCOC(=O)Cc1cc(-c2ccccc2)nc2ccc3ccccc3c12
→ ., 6%, 7%
- Cc1cc([N+](=O)[O-])nn1Cc1ccc(C(=O)N/N=C/c2ccccc2)cc1
→ 2%, 2%, 4%
- COc1ccc(C(=O)Nc2ccc(Cl)c(S(=O)(=O)N3CCOCC3)c2)cc1
→ -1%, -20%, .
- Cn1c(=O)c2nc(NCc3ccccc3)cnc2n(C)c1=O
→ 0%, 3%, 2%
- Cc1sc(NC(=O)C2CCCCC2)c(C#N)c1-c1ccccc1
→ 0%, 0%, 4%
- O=C1C=C(O)c2cccc(O)c2C1=O
→ ., ?, 9%
- O=C1CN(C(=O)NCCC(=O)NC2CCCCC2)c2ccccc2N1
→ 4%, 0%, -3%
- Cc1cccc(N=Nc2c(O)[nH]c3ccc(F)cc23)c1
→ 2%, 2%, 25%
- COc1ccc(OC)c(C2C(C(C)=O)=C(O)C(=O)N2c2ccc(F)cc2)c1 (stereo not given)
→ -4%, 2%, -8%
- CCN(CC)C(=O)CSc1nc2c(sc(=S)n2CC)c(=O)n1-c1ccccc1
→ 1%, -7%, -7%
- O=C(Nc1ccc(CN2CCOCC2)cc1)c1cc(Br)ccc1Cl
→ ., 3%, -15%
- O=C(NCc1ccccc1)C(=O)NCC1OCCN1S(=O)(=O)c1cccs1 (stereo not given)
→ 1%, -13%, 8%
- O=C(Cc1ccccc1)Nc1ccc(NC(=O)c2cccc(Cl)c2)cc1
→ 5%, 2%, -7%
- COc1ccccc1[C@@H]1C(c2cccc(Cl)c2)=NN(c2ccccc2)[C@H]1C(=O)N1CCOC1=O
→ ., -4%, ?
- COC(=O)c1c(NC(=O)CN2CCC3(O)CCCCC3C2c2cc(OC)ccc2OC)sc(C)c1C (stereo not given)
→ 4%, -16%, ?
- CC(C)Cn1cnc2c(c1=O)c1nc3ccccc3nc1n2Cc1ccc2c(c1)OCO2
→ 9%, ., ?
- O=C(CCCn1c(=S)[nH]c2ccsc2c1=O)Nc1ccc2c(c1)OCCO2
→ 6%, 3%, 2%
- CCOC(=O)c1sc2nc(N3CCOCC3)c3c(c2c1N)CCC3
→ 6%, -6%, ?
- CSCCC(NC(=O)c1cccc([N+](=O)[O-])c1)C(=O)O (stereo not given)
→ -1%, 0%, 1%
- O=C(O)c1ccc(NS(=O)(=O)c2cccc(C(=O)Nc3cccc(C(=O)O)c3)c2)cc1
→ ., 15%, -22%
- CC(C(=O)N1CCN(C)CC1)N1C(=O)c2ccccc2C1=O (stereo not given)
→ -4%, 4%, 7%
- COc1ccc(N2CCN(C(=O)c3ccc4c(c3)CCN4S(C)(=O)=O)CC2)cc1
→ 5%, 1%, .
- CCCCC(CCC(=O)Nc1ccccc1C(=O)OCC)C(=O)O (stereo not given)
→ 0%, -5%, -4%
- N=c1c(S(=O)(=O)c2ccccc2)cc2c(=O)n3ccccc3nc2n1Cc1ccco1
→ 1%, -11%, -10%
- CCN1CCN(C(=O)c2ccc3c(c2)N(Cc2cc(C)ccc2C)C(=O)c2ccccc2S3=O)CC1 (stereo not given)
→ 3%, -12%, .
- COc1ccccc1CNC(=O)c1cc(-c2cccnc2)nc2ccccc12
→ 0%, -11%, -1%
- Cc1ccccc1-n1c(SCC(=O)N2CCN(c3ccccc3)CC2)nnc1-c1ccncc1
→ ., 2%, 21%
- CCN(C(=O)Cn1cnc2c1c(=O)n(C)c(=O)n2C)C1CCS(=O)(=O)C1 (stereo not given)
→ 1%, 4%, .
- COc1cccc(NC(=O)CN(C)C(=O)/C=C/c2cn(-c3ccccc3)nc2-c2ccc(C)cc2)c1
→ ., 5%, -12%
- CC(C)CCN1CCN(Cc2ccc(C#CCCO)cc2)CC1CCO (stereo not given)
→ ., 3%, -6%
- O=[N+]([O-])c1cccc2ccc(/C=C/c3ccc(F)cc3)nc12
→ 0%, 3%, 15%
- O=C(NC1CCCCC1)c1cc(C2CC2)on1
→ ., 20%, 3%
- C=CC[C@H](CC(=O)N(CCO)Cc1ccccc1)C(=O)N[C@H](COC(=O)[C@@H](CC=C)CC(=O)OC(C)(C)C)Cc1c[nH]c2ccccc12
→ 4%, -23%, .
- c1cnc(NCCNc2ncccn2)nc1
→ -3%, 8%, -19%
- CC(=O)N1CN(S(=O)(=O)c2ccc(C)cc2)CC1C (stereo not given)
→ 0%, 0%, 1%
- C=CC1=C2C=C(C3CC3)N(c3ccc(OC)cc3)C=C2C(=O)C(C)(OC(=O)c2ccco2)C1=O (stereo not given)
→ 16%[12.3 µM], ., 5%[12.8 µM]
- C=CCn1c(Oc2cccc(C)c2)nc2c1c(=O)n(C)c(=O)n2C
→ 4%, -12%, 4%
- O=C(O)C1C2CCC(C2)C1C(=O)NCCc1ccccc1 (stereo not given)
→ ., 9%, 3%
- Cc1ccc(CCNC(=O)CCCn2nc(C)c3c(C)n(-c4ccc(C)cc4)nc3c2=O)cc1
→ -4%&3%, -7%&15%, -5%
- Cc1ccc2[nH]c(CSc3nnc(NC(=O)c4ccccc4C)s3)cc(=O)c2c1
→ 5%, -23%, .
- Cc1cccc(OCCn2ccnc2)c1
→ 4%, -1%, 4%
- COc1ccccc1N1CCN(C(c2ccc(F)cc2)c2nnnn2C(C)C)CC1 (stereo not given)
→ 4%, -4%, -4%
- Cc1ccc(C)c(N2CCN(Cc3nnc(-c4ccccc4)o3)CC2)c1
→ 2%, 9%, .
- CC[n+]1c(C)n(-c2ccccc2)c2ccc(NC(C)=O)cc21
→ 9%, -6%, 18%
- COc1ccc(N2C(=O)c3ccc(C(=O)Nc4ccc(NC(C)=O)cc4)cc3C2=O)cc1
→ ., 6%, -2%
- NNC(=O)c1ccc(CSc2nc3ccccc3[nH]2)cc1
→ 2%, 1%, 0%
- COc1cccc(N2CN(CCc3ccccc3)CNC2=S)c1
→ 0%, -7%, -5%
- CCCCc1nnc(NC(=O)CSCc2cc(=O)n3ccsc3n2)s1
→ 5%, 8%, 0%
- CCc1c(C(=O)Nc2nnc(C3CC3)s2)csc1C
→ 5%, -3%, -1%
- CCO[C@H]1OC(C(=O)O)=C[C@@H](C2CC2)[C@@H]1CCCO
→ 5%, ., 0%
- CCN(CC)c1nc(N)nc(NS(=O)(=O)c2ccc(Cl)cc2)n1
→ 3%, -1%, 21%
- CC(CN1CCN(C)CC1)OC(=O)c1ccc(Cl)cc1Cl (stereo not given)
→ -10%, 1%, 22%
- Cc1ccc(-c2nnc(SCc3ccccc3C#N)o2)cc1
→ 2%, 3%, .
- NS(=O)(=O)c1ccc(NC(=O)COC(=O)CNC(=O)C23CC4CC(CC(C4)C2)C3)cc1
→ -5%, 4%, -18%
- CS(=O)CSc1nc2c(cc1C#N)CCCC2 (stereo not given)
→ -4%, -3%, 1%

The listing continues.
Sequence of screens: TDP1 block, FEN1 inh, N370S GC mod
- CCSc1nnc(NC(=O)c2cc(-c3ccccc3O)n[nH]2)s1
→ 5%, -2%, -10%
- CC12CCC(=O)N1C(C(=O)Nc1cc(Cl)ccc1N1CCOCC1)CS2 (stereo not given)
→ 2%, -2%, -7%
- O=C(O)c1c(C(=O)O)c(-c2ccc(Br)cc2)n2c1CSC2
→ ., -16%, 0%
- O=C(c1ccccc1)c1cc2ccc(O)cc2oc1=O
→ 4%, -14%, -15%
- CCCCOc1ccc(CN=C(N)N)cc1Cl
→ 0%, -12%, -8%
- c1cnc(N2CCN(c3ccc4ccccc4n3)CC2)nc1
→ -7%, 4%, 16%
- Cc1cc(C)n2c(SCC(=O)Nc3ccc(Cl)cn3)nnc2n1
→ 5%, ., 16%
- O=C(CNS(=O)(=O)c1ccc2c(c1)OCCCO2)N1CCN(Cc2ccccc2)CC1
→ 1%, -3%, .
- CCOc1ccccc1-n1nnc(-c2nc(-c3ccccc3)no2)c1N
→ -8%, 6%, .
- COc1ccc(S(=O)(=O)N2CCN(C(C)C(=O)Nc3ccc(C(C)C)cc3)CC2)cc1 (stereo not given)
→ -1%, -11%, .
- CCC(CC)COC(=O)C1=C(C)NC(=O)NC1c1cccc([N+](=O)[O-])c1 (stereo not given)
→ ., 49%[activator], -7%
- COc1ccc(/C=C/C(=O)NC2CCCCCC2)cc1S(=O)(=O)N1CCOCC1
→ 2%, -3%, -9%
- CCOC(=O)C1=C(COC(=O)Cc2ccccc2F)NC(=O)NC1C (stereo not given)
→ ., 9%, -1%
- Cc1cc(C)c(S(=O)(=O)N2CCCC(C(=O)N3CCOCC3)C2)c(C)c1 (stereo not given)
→ 8%[56.1 µM], 19%, 1%
- Cc1ccc(S(=O)(=O)N(C)CC(=O)OCC(=O)NCCc2ccc(S(N)(=O)=O)cc2)cc1
→ 0%, 0%, .
- O=C1OCc2cc(NC(=O)C3CCCCC3)ccc21
→ 1%, 5%, -5%
- O=C(Nc1c2c(nn1-c1ccccc1)CS(=O)(=O)C2)c1ccccc1Br
→ 0%, 6%, 5%
- Cc1nc2ncnn2c(N2CCN(c3cccc(C(F)(F)F)c3)CC2)c1C
→ 5%, 0%, -9%
- COc1ccc(C(=O)CCS(=O)(=O)c2ccc(C)cc2)cc1OC
→ 3%, 1%, -2%
- Cc1cccc(N2CCN(C(c3ccc(N(C)C)cc3)c3nnnn3C(C)(C)C)CC2)c1C (stereo not given)
→ -5%, 4%, 2%
- CC(Nc1ncnc2c1cnn2-c1cccc(Cl)c1)c1ccccc1 (stereo not given)
→ 3%, 13%, .
- CCOC(=O)N1CCN(C(=O)c2ccc3c(=O)n(CCOC)c(=O)[nH]c3c2)CC1
→ 3%, 3%, 2%
- O=C(C1=NN[C@@H]2C(=O)N(c3ccccc3C(F)(F)F)C(=O)[C@H]12)c1cnccn1
→ 4%, 2%, -3%
- O=C(Nc1ccc(F)cc1F)c1cc(CN2CCOCC2)on1
→ 2%, 3%, .
- Cc1ccc(NC(=O)C(C)OC(=O)COc2cccc(C(F)(F)F)c2)cc1 (stereo not given)
→ -3%, 1%, .
- O=C(Nc1nc2ccccc2n1CCN1CCOCC1)c1ccc(Cn2cc([N+](=O)[O-])cn2)o1
→ 4%, -1%, -6%
- COCc1cc(C)n(CC(=O)N/N=C/c2ccc(-c3ccc(Cl)c(C(=O)O)c3)o2)c(=O)c1C#N
→ ., 5%, 24%

A draw from above in order of number of heavy atoms, smallest number first:
Sequence of screens: TDP1 block, FEN1 inh, N370S GC mod
- CCCCOc1ccc(CN=C(N)N)cc1Cl
→ 0%, -12%, -8%
- O=C1OCc2cc(NC(=O)C3CCCCC3)ccc21
→ 1%, 5%, -5%
- O=C(c1ccccc1)c1cc2ccc(O)cc2oc1=O
→ 4%, -14%, -15%
- O=C(O)c1c(C(=O)O)c(-c2ccc(Br)cc2)n2c1CSC2
→ ., -16%, 0%
- c1cnc(N2CCN(c3ccc4ccccc4n3)CC2)nc1
→ -7%, 4%, 16%
- CCSc1nnc(NC(=O)c2cc(-c3ccccc3O)n[nH]2)s1
→ 5%, -2%, -10%
- COc1ccc(C(=O)CCS(=O)(=O)c2ccc(C)cc2)cc1OC
→ 3%, 1%, -2%
- CCOC(=O)C1=C(COC(=O)Cc2ccccc2F)NC(=O)NC1C (stereo not given)
→ ., 9%, -1%
- CC12CCC(=O)N1C(C(=O)Nc1cc(Cl)ccc1N1CCOCC1)CS2 (stereo not given)
→ 2%, -2%, -7%
- Cc1nc2ncnn2c(N2CCN(c3cccc(C(F)(F)F)c3)CC2)c1C
→ 5%, 0%, -9%
- O=C(C1=NN[C@@H]2C(=O)N(c3ccccc3C(F)(F)F)C(=O)[C@H]12)c1cnccn1
→ 4%, 2%, -3%
- COc1ccc(/C=C/C(=O)NC2CCCCCC2)cc1S(=O)(=O)N1CCOCC1
→ 2%, -3%, -9%
- O=C(CNS(=O)(=O)c1ccc2c(c1)OCCCO2)N1CCN(Cc2ccccc2)CC1
→ 1%, -3%, .
- O=C(Nc1nc2ccccc2n1CCN1CCOCC1)c1ccc(Cn2cc([N+](=O)[O-])cn2)o1
→ 4%, -1%, -6%
